High-throughput results: PubChem BioAssay, several laboratories
FAS TE block: inhibitors of human fatty acid synthase thioesterase domain. recombinant FAS-TE, OMFH fluorogenic substrate, fluorescence endpoint. inhibition, % at 15 µM. 360,000 tested, 0.67% active. AID 602261;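 active = compounds whose normalised, plate-corrected inhibition of enzyme fluorescence in the single-dose primary screen is 50% or more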;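 note: 0% = DMSO with enzyme and 100% = substrate without enzyme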
CSN inh: inhibitors of human CSN-mediated cullin deneddylation. Q92905. Purified CSN, SCF-Nedd8-OG deneddylation, fluorescence polarization. inhibition, % at 12.5 µM. 360,000 tested, 0.38% active. AID 651999;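 active = pattern-corrected inhibition above about 35%, with an unprinted fluorescence ratio check between 0.5 and 1.5, limit read from the data, passing the limit was not always enough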;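 note: 0% = enzyme with substrate and 100% = substrate without enzyme; some results filed as inactive read as strong as hits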
Target sequence (Q92905 whole entry, looked up, one chain of several): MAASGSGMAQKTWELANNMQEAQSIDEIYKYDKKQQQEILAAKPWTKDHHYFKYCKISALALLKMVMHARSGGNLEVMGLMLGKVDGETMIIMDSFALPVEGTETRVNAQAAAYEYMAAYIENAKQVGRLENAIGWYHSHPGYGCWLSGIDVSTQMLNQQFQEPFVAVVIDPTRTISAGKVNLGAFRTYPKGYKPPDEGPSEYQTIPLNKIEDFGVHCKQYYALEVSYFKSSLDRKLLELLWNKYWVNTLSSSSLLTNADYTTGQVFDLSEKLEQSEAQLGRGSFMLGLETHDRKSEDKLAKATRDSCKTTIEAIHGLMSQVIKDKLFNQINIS
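Assay system: purified human Csn5 enzyme expressed in HEK293T cells; measure: % inhibition; also added: SCFSkp2-Nedd8OG substrate at 10 nM final; technique: fluorescence polarization; times: reaction 90 min, room temperature; medium: Tris buffer pH 7.5, NaCl, DTT, Tween-20, trehalose, ovalbumin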
PABP1 MLLE inh: blocks PAM2 peptide binding to the PABP1 MLLE domain; P11940; AID 588489; inhibition, % at 20 µM; GST-MLLE / FITC-PAM2 fluorescence polarization; 360,000 tested, 0.36% active; in the data active = inhibition above about 35%, passing the limit was not always enough;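 note: plate controls were DMSO wells with GST-MLLE for no effect and wells lacking GST-MLLE protein for full effect; some results filed as inactive read as strong as hits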
Target sequence (P11940 whole entry, looked up, the tested form may be a part): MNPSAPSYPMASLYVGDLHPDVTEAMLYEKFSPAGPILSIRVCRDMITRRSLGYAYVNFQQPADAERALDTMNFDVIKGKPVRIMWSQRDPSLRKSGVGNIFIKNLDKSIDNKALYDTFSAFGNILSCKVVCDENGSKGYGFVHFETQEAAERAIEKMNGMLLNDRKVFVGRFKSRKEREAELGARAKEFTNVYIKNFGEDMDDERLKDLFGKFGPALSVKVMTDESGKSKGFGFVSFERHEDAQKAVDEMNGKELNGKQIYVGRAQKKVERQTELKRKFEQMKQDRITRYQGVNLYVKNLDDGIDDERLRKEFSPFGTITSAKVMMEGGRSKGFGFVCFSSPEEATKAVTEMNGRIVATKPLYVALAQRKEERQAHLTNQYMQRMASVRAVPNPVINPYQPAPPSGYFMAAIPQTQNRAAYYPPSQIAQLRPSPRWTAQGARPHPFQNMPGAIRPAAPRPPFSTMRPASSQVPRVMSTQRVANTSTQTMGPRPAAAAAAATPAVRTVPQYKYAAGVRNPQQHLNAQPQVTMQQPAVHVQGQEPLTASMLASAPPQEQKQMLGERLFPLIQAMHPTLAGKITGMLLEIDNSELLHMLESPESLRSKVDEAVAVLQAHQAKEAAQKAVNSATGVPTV
Rpn11 inh: inhibitors of human proteasome Rpn11 | 360,000 tested, 0.59% active | human 26S proteasome, Ub4-pepOG fluorescence polarization; 20S core pre-blocked with epoxomicin | calls only at 20 µM | O00487;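 active = inhibition at 20 µM, scaled to each plate's controls, above about 33%, limit read from the data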
SKN-1 inh: inhibitors of C. elegans SKN-1; inhibition, % at 21.8 µM; C. elegans VP596 Pgst-4::GFP/RFP ratio, acrylamide-induced, 24 h; 360,000 tested, 0.49% active;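 active = interference check ratio from 0.5 to 1.5 plus GFP to RFP signal ratio inhibition reaching or exceeding a fixed threshold, cut at about 30% in these data, passing the limit was not always enough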; note: some compounds called inactive have numbers as strong as hits
Rin1 Abl inh: inhibitors of human Rin1-Abl protein interaction; P00519+Q13671; TR-FRET Rin1/Abl binding, biochemical; inhibition, % at 7.35 µM; 360,000 tested, 0.4% active; AID 588664; in the data active = inhibition above about 5%, passing the limit was not always enough
Neddylation inh: inhibitors of human cullin neddylation; P61081+Q13564; TR-FRET cullin neddylation, biochemical; calls only at 25 µM; 360,000 tested, 0.58% active; in the data active = inhibition above about 36%
MT1-MMP act inh: inhibitors of human MT1-MMP activation. P50281. HT1080 RFP-PRO-GFP cells, GFP/RFP ratio fluorescence, overnight; percent of plate control window, DMSO zero. GFP/RFP ratio change, % at 20 µM. 360,000 tested, 0.061% active. AID 651647;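 active = GFP/RFP ratio change of at least 30% with cell ATP level not reduced by more than half and red fluorescence within 50% of control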; note: strong numbers were not always called active
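Read-out: GFP/RFP fluorescence ratio; Test system: RFP-PRO-GFP reporter HT1080 cells; Compound dosing: single-point 20 µM compound, 1% DMSO; Times: overnight compound exposure at 37 °C.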
NadD inh: NadD (S. aureus) enzyme inhibition; purified NadD enzyme, colorimetric absorbance read-out; inhibition, % at 20 µM; AID 602399; 360,000 tested, 0.78% active; in the data active = inhibition above about 26%; note: some compounds past the cut are filed as inactive
An asterisk follows results filed as active; i = inactive; x = not tested or not shown.

Molecule	FAS TE block	CSN inh	PABP1 MLLE inh	Rpn11 inh	SKN-1 inh	Rin1 Abl inh	Neddylation inh	MT1-MMP act inh	NadD inh
Cc1onc(-c2ccccc2)c1C(=O)OCC(=O)Nc1cc(S(=O)(=O)N2CCOCC2)ccc1Cl	22	-2	-2	i	-4	4	i	-4	-1
O=C(O)c1ccc(N/N=C/c2cc3ccccc3nc2Cl)cc1	5	2	-35	i	-1	-5	i	-22	-8
CCN(CC(=O)Nc1ccc2c(c1)OCCO2)S(=O)(=O)c1ccccc1	-4	-2	-1	i	20	1	i	-4	1
O=C(CNS(=O)(=O)c1ccc(F)cc1)Nc1ccccc1	-3	4	-7	i	-1	0	i	1	-4
Cc1ccc(NC(=O)CSc2cccc3cccnc23)c(C)c1	-2	-1	18	i	6	-6	i	1	1
COc1ccc(C(=O)Nc2cccc(/C=C/c3nc4ccccc4c(=O)[nH]3)c2)cc1	-7	18	-5	i	3	-3	x	-6	12
Cc1ccc(NC(=O)COC(=O)c2ccc(CN3CCCC3=O)cc2)cc1C	0	-4	-19	i	-1	1	i	-5	-2
CCCCCCn1c(=O)n2n(c1=O)C[C@]1(OC(=O)Nc3cccs3)CN(S(=O)(=O)c3ccc(C)cc3)C[C@]1(O)C2	13	0	6	i	15	-1	i	11	3
O=C(c1cccc(S(=O)(=O)N2CCCCC2)c1)N1CCN(Cc2ccccc2)CC1	-3	3	-8	i	8	4	i	3	6
COC(=O)c1cc2n(n1)CCN(Cc1ccc(C)cc1)C2=O	13	1	6	i	1	1	i	-1	-4
CN1CCN(C(=O)CN(C)S(=O)(=O)c2cc(Cl)ccc2Cl)CC1	-3	-1	3	i	-6	1	i	0	-7
C=CCC1(O)CC(c2ccco2)NC(c2ccco2)C1CCC (configuration not stated)	-11	5	-6	i	-9	2	i	-11	2
COc1ccccc1NC(=O)CN1C(=O)NC(C)(C)C1=O	-7	4	3	i	-1	3	i	5	6
CCN(CC)C(=O)C(Sc1ccccc1)c1ccccc1 (configuration not stated)	1	-3	17	i	-2	-2	i	3	-3
Cc1cccc(-n2c3nc(=O)[nH]c(=O)c-3cc3c(C)nn(-c4ccccc4)c32)c1C	-8	-5	5	i	-6	2	x	-1	0
Cc1cccc(N2CCN(C(=O)c3cccc(N4C(=O)C5CC=CC(C)C5C4=O)c3)CC2)c1C (configuration not stated)	20	4	-1	i	-1	1	i	-1	2
COc1ccc(-n2c(=O)cc(N3CCCCCC3)[nH]c2=O)cc1	-10	1	7	i	8	3	i	5	-4
Cc1onc(-c2c(Cl)cccc2Cl)c1C(=O)NCC1CCCO1 (configuration not stated)	-6	1	11	i	9	7	i	7	2
Cc1cc(C)c(NC(=O)CSc2nc3c(c(=O)n2C)SC(C)C3)c(C)c1 (configuration not stated)	0	6	2	i	0	0	i	-7	-1
Cc1cccc(C(=O)NCc2ccc(S(N)(=O)=O)cc2)c1[N+](=O)[O-]	-9	-12	-6	i	-2	-1	i	2	-5
N#CC1=C(N)OC2=C(C(=O)CCC2)[C@]12C(=O)N(CC(N)=O)c1ccccc12	-6	-2	13	i	9	-1	i	-11	-2
CCCCc1c(C)nc2ccc(C)cc2c1SCCC(=O)O	1	-12	2	i	-6	-1	i	3	1
CCCCNc1c(-c2ccc(Sc3ccc(OC)cc3)cc2)nc2cc(C)ccn12	24	6	-3	i	6	0	i	18	1
Cc1cc(S(=O)(=O)NCc2ccccc2)ccc1OCC(=O)NCc1ccccn1	-6	1	8	i	13	1	i	-1	-7
Cc1ccc(N2CCN(/N=C/c3ccccc3[N+](=O)[O-])CC2)cc1	18	6	19	i	4	4	i	2	3
COc1ccc(S(=O)(=O)N(C)CC(=O)NCc2ccco2)cc1	-9	-2	4	i	5	2	i	-5	-4
CC(=O)c1cccc(N(C(=O)CNC(=O)c2cccs2)C(C(=O)NCC2CCCO2)c2ccccc2)c1 (configuration not stated)	-2	5	-3	i	-18	1	i	0	0
Cc1ccc(C(C)C)c(OCC(=O)N/N=C/c2ccc(S(=O)(=O)O)o2)c1	-2	-2	4	i	0	3	i	-1	4
O=C(Cn1c(-c2cscn2)nc2ccccc21)Nc1ccc(Cl)cc1	5	3	-6	i	11	-5	i	0	5
CSCCC(NC(=O)COc1ccccc1)C(=O)NCCOc1ccc(C)cc1 (configuration not stated)	3	-2	-11	i	-24	1	i	3	-5
COc1ccc(C=O)c(-c2c(-c3ccccc3OC)sc3ccccc23)c1	23	-6	x	x	5	x	i	1	1
CCCCn1c(N)c(N(CCOC)C(=O)c2cc(Cl)nc3ccccc23)c(=O)[nH]c1=O	-3	-1	-35	i	4	-3	i	-2	-1
O=[N+]([O-])c1cccc(NC(=S)N2CCN(c3ccccn3)CC2)c1	17	3	-126	i	-5	0	i	6	-2
O=C(CC1C(=O)NCCN1Cc1ccccc1)NC1CCCCC1 (configuration not stated)	-2	-4	10	i	5	-4	i	4	6
CCOC(=O)c1oc2c(c1C)C(=O)CCC2	-12	1	2	i	-5	-1	i	-7	0
CCc1ccccc1N(CC(=O)NCc1ccco1)C(=O)CCC(=O)Nc1nccs1	5	0	-1	i	6	3	i	-3	-3
COc1ccc2c(ccc[n+]2[O-])c1	-7	-3	-7	i	0	-1	i	3	0
CSc1ccc(CNCc2ccco2)cc1	-4	0	7	i	4	0	i	1	2
Cc1ccccc1S(=O)(=O)N1[C@@H](c2cccc(Cl)c2)C(C(=O)O)=CC[C@H]1c1ccc(Cl)cc1	18	2	2	i	13	-1	i	-2	3
CCOc1ccccc1CN1CCN(Cc2cc(=O)c3ccccc3[nH]2)CC1CCO (configuration not stated)	-4	0	-1	i	-1	-1	i	-4	0
CC(C)N(C(=O)CSc1nc2ccccc2c(=O)[nH]1)C(C)C	-6	4	-4	i	4	6	i	1	-11
COc1ccc(C(=O)O/N=C(\N)c2ccc(Br)cc2)cc1	0	4	-3	i	-9	2	i	-5	-6
O=C(C[C@H]1CC[C@@H](NC(=O)C2CC2)[C@@H](CO)O1)NCc1ccccc1Cl	x	2	x	x	15	x	i	-2	x
COc1ccc(CNC(=O)[C@@H](NC(=O)C2CCN(C(=O)[C@@H]3CCCN3C(=O)OC(C)(C)C)CC2)C(C)C)cc1	3	-3	1	i	7	0	i	10	4
O=C(CSc1nccc(=O)[nH]1)Nc1ccc(N2CCOCC2)c(Cl)c1	-3	-7	-57	i	18	0	i	2	4
CS(=O)(=O)N(CC(=O)N1CCN(Cc2ccccc2)CC1)c1ccccc1Br	-6	-3	-2	i	-2	2	i	-1	-2
CCCSC1=C(C#N)C(c2cccs2)C(C(=O)Nc2ccccc2)=C(C)N1 (configuration not stated)	25	1	3	i	2	-2	i	-11	6
CC(C)Oc1ccc(C(=O)Nc2ccc(N3CCCC3)cc2)cc1	-1	-1	3	i	-5	-2	i	3	21

A few values from the entries so far:
Value for CS(=O)(=O)N(CC(=O)N1CCN(Cc2ccccc2)CC1)c1ccccc1Br in CSN inh: -3
Value for CCCSC1=C(C#N)C(c2cccs2)C(C(=O)Nc2ccccc2)=C(C)N1 (configuration not stated) in NadD inh: 6
Value for CC(C)Oc1ccc(C(=O)Nc2ccc(N3CCCC3)cc2)cc1 in FAS TE block: -1

Next entries
Molecule	FAS TE block	CSN inh	PABP1 MLLE inh	Rpn11 inh	SKN-1 inh	Rin1 Abl inh	Neddylation inh	MT1-MMP act inh	NadD inh
NC(=O)NN=C1CC2CC1C1C=CCC21 (configuration not stated)	-18	4	-11	i	3	5	i	-5	3
Cc1cccc(NC(=O)c2ccc3c(=O)n(CC4CCCO4)c(=S)[nH]c3c2)c1 (configuration not stated)	9	2	-53	i	15	-2	i	5	-4
Cc1cc(C)c(N(C(=O)Cn2nnc3ccccc32)C(C(=O)NC(C)(C)C)c2ccsc2)c(C)c1 (configuration not stated)	10	1	-12	i	8	2	i	-16	6
Cn1c(=O)n(C)c2cc(S(=O)(=O)N3CCCc4ccccc43)ccc21	-22	-5	-6	i	-19	-1	i	10	4
CCN1CCN(c2nc(Nc3ccccc3)nc(N)c2[N+](=O)[O-])CC1	-7	0	8	i	8	-2	i	-4	-5
CCCCC(=O)Nc1ccc(NC(=O)c2ccc(C)c([N+](=O)[O-])c2)cc1OC	-4	-4	24	i	-7	-2	i	1	-5
CCc1cccc2c(C=C(C#N)C#N)cn(CC(=O)N3CCCCC3)c12	4	0	-17	i	19	3	i	0	-3
Cn1c(N)c(C(=O)CSc2nnc3n2CCCCC3)c(=O)n(C)c1=O	-4	-3	16	i	-3	3	i	3	-1

Another view of two compounds above:
Below each compound – FAS TE block, CSN inh, PABP1 MLLE inh, Rpn11 inh, SKN-1 inh, Rin1 Abl inh, Neddylation inh, MT1-MMP act inh, NadD inh
> Cc1cccc(NC(=O)c2ccc3c(=O)n(CC4CCCO4)c(=S)[nH]c3c2)c1 (configuration not stated)
    9, 2, -53, i, 15, -2, i, 5, -4
> Cc1cc(C)c(N(C(=O)Cn2nnc3ccccc32)C(C(=O)NC(C)(C)C)c2ccsc2)c(C)c1 (configuration not stated)
    10, 1, -12, i, 8, 2, i, -16, 6

The list goes on.
Molecule	FAS TE block	CSN inh	PABP1 MLLE inh	Rpn11 inh	SKN-1 inh	Rin1 Abl inh	Neddylation inh	MT1-MMP act inh	NadD inh
O=C(Nc1ccc2c(c1)OCCO2)C(c1ccnc2ccccc12)N1CCN(c2ccc(F)cc2)CC1 (configuration not stated)	24	5	1	i	0	2	i	11	12
CCc1cccc(C)c1NC(=O)COC(=O)CCn1c(C)csc1=O	1	3	10	i	27	1	i	-4	-1
Cc1c(C#N)c(NC(=O)CCl)n(Cc2cccs2)c1C	2	3	6	i	11	4	i	-6	-11
COc1ccc(CCNC(=O)CSc2nc3[nH]ncc3c(=O)n2-c2ccc(Br)cc2)cc1OC	-20	2	-3	i	9	3	i	2	5
COc1ccc(C(=O)N[C@H](C(=O)NCc2ccco2)C(C)C)cc1	-3	-10	-4	i	-1	-1	i	2	0
C=CCNC(=S)NNC(=O)c1ccc(Br)o1	-11	-11	-45	i	-13	-1	i	0	-4
CSc1cccc(NC(=O)CNS(=O)(=O)c2ccccc2)c1	0	3	3	i	8	0	i	-1	-5
CCOc1ccc(NC(=O)CSc2nc3ccsc3c(=O)n2CCCCC(=O)O)cc1	-8	-2	-9	i	12	-2	i	2	0
C=CCN1C(=O)/C(=C/c2ccsc2)SC1=S	6	-3	9	i	2	2	i	5	5
Cc1ccc(NC(=S)N(CCCN2CCOCC2)Cc2ccccn2)cc1Cl	-5	2	-20	i	9	-2	i	1	-5
C=CCC(=O)N1CCC(n2nccc2NC(=O)c2ccc3c(c2)OCO3)CC1	-7	2	14	i	-3	-4	i	-4	0
CC#CCN1c2ccccc2[C@]23C[C@@H](C(=O)OC)N(C(C)=O)C2=NC(C(=O)OC)=C(C(=O)OC)[C@H]13	4	0	12	i	-1	0	i	-2	2
CCC(=O)Nc1cccc(NC(=O)c2ccccc2Br)c1	-9	0	13	i	7	1	i	-1	-1
CC(=O)N1c2ccc(S(=O)(=O)NCC3CCC(C(=O)NC4CCCCC4)CC3)cc2CC1C (configuration not stated)	-6	0	5	i	18	4	i	0	7
COc1cc(N)c(Cl)cc1C(=O)OCC(=O)N1CCCCCC1	-1	-3	-8	i	-14	-3	i	-7	-5
CC(=O)Nc1ccc(S(=O)(=O)Nc2nc(C)cc(-n3nc(C)cc3C)n2)cc1	-5	-2	-5	i	-20	0	i	1	3
COc1cc(C2C(c3ccccc3)C(c3cc(OC)cc(=O)o3)C2c2ccccc2)oc(=O)c1 (configuration not stated)	14	-1	6	i	17	-2	i	-6	12
